Source: PubChem (National Center for Advancing Translational Sciences (NCATS))
IL-1B inflam inh = inflammasome signaling inhibition, IL-1 beta readout. THP-1 LPS/ATP IL-1B secretion, AlphaLISA, 16 h; stronger effect = lower value. activity change, % at 57.5 µM. 360,000 compounds, 4.7% hits. AID 743279; in the data active = activity change below about -50%; inconclusive = mostly about -30% to -49%; note: % is set by controls: 0 for no effect and ±100 for the full control effect
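Secreted IL-1B measured by AlphaLISA bead assay after 16 h compound exposure of THP-1 cells; compounds (final up to 57.5 uM) added 1 h before LPS (250 ng/mL) and ATP (1.25 mM) stimulation; lower signal means less secretion.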
MCF10A rereplic = induces DNA re-replication in MCF 10a normal breast cells; MCF 10A DNA re-replication, Hoechst nuclear intensity, 48 h; Potency, µM (top dose mostly 46.1 µM), without a hit: top-dose activity, positive = re-replication, hits mostly activators; 350,000 compounds, 2.9% hits; note: potency is the fitted concentration of half-maximal effect; % of control where 0% means no effect; nearly all actives have a fitted effect of over 50% in size
HT1080 IDH1KD tx = kills HT-1080 cells with IDH1 knockdown | HT-1080 IDH1 knockdown viability, ATP luminescence, 48 h | Potency, µM (series often up to 46.1 µM), without a hit: at the highest dose activity, negative = toxicity, hits mostly cytotoxic | 360,000 compounds, 2% hits;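 note: potency is the fitted concentration of half-maximal effect; 0% = DMSO wells and -100% = cell-free medium wells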
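% activity derives from luminescence (CellTiter-Glo), normalised to DMSO and no-cell wells. HT-1080-IDH1KD cells, 750/well, had 48 h compound exposure at 37 °C.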
KB-V1 MDR tox = kills drug-selected multidrug resistant KB-V1 cells; KB-V1 MDR cells viability, CellTiter-Glo, 72 h; Potency, µM (top dose mostly 46.1 µM), for the others: at the top dose activity change, negative = cytotoxicity, usual class: cytotoxic; 400,000 compounds, 3.4% hits; note: potency is the fitted concentration of half-maximal effect; % is set by controls: 0 for no effect and ±100 for the full control effect; nearly all actives have a fitted effect of over 60% in size
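Compound-treated KB-V1 multidrug-resistant cells, 72 h, 37 degrees C; viability by CellTiter-Glo. Fitted qHTS curves give the values.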
ATXN viability = cell viability loss in ATXN counter-screen; S2 cells (HEK-293 line with an ATXN2-luciferase reporter) viability, CellTiter-Fluor protease fluorescence, 24 h; Potency, µM (top dose mostly 56.7 µM), most hits filed as cytotoxic; AID 651635; 400,000 compounds, 0.49% hits; note: potency is the fitted concentration of half-maximal effect; nearly all actives have a fitted effect of over 40% in size
HT1080NT lethal = kills 2HG-producing HT-1080-NT fibrosarcoma cells; HT-1080-NT fibrosarcoma viability, CellTiter-Glo ATP luminescence, 48 h; Potency, µM (doses to about 46.1 µM), for the others: top-dose activity, negative = less viability, actives largely listed as cytotoxic; 360,000 compounds, 1.6% hits;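 note: NT is the 2HG producing partner of a matched IDH1 knockdown line; potency is the fitted concentration of half-maximal effect; 0% = DMSO-treated cells and -100% = media-only wells without cells; nearly all actives have a fitted effect of over 55% in size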
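Compounds were tested in concentration-response format on HT-1080-NT cells for 48 hours at 37 degrees C. Cell viability came from CellTiter-Glo luminescence; curves were classified by r2, response magnitude and activity.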
SW480 rereplic = induces DNA re-replication in SW480 colon adenocarcinoma cells; Potency, µM (highest dose often 46.1 µM), without a hit: at the highest dose re-replication activation, most hits filed as activators; AID 624297; SW480 DNA re-replication, Hoechst DNA content imaging, 48 h; 340,000 compounds, 1.8% hits; note: potency is the fitted concentration of half-maximal effect; % of control where 0% means no effect; nearly all actives have a fitted effect of over 55% in size
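Compounds, transferred as 23 nL by pin tool, were incubated with cells for 48 hr; DNA content per nucleus was then quantified by Hoechst staining and fluorescence plate imaging.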
ATXN2 expr inh = inhibitors of ATXN2 expression; HEK-293 ATXN2-luciferase reporter, luminescence, 24 h; Potency, µM (titrated, usually from 57 µM), without a hit: top-dose activity change, negative = inhibition, most hits filed as inhibitors; 360,000 compounds, 0.72% hits; note: potency is the fitted concentration of half-maximal effect; % is set by controls: 0 for no effect and ±100 for the full control effect; nearly all actives have a fitted effect of over 55% in size
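qHTS (up to 57 uM final) was run with 24 h compound exposure of reporter cells at 37 °C. Each well was multiplexed: SteadyGlo luminescence measured ATXN2-luciferase expression after a fluorogenic Gly-Phe-AFC viability readout (25 uM final).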
KB-3-1 tox = KB-3-1 parental cell cytotoxicity; KB-3-1 viability, CellTiter-Glo ATP luminescence, 72 h; Potency, µM (highest dose often 46.1 µM), inactives show top-dose activity change, negative = cytotoxic, usual class: cytotoxic; 400,000 compounds, 1.4% hits; AID 1347075; note: potency is the fitted concentration of half-maximal effect; % is set by controls: 0 for no effect and ±100 for the full control effect; nearly all actives have a fitted effect of over 60% in size
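Cytotoxicity measured as CellTiter-Glo luminescence after 72 h at 37 C. Compound titrations were pinned onto drug-naive KB-3-1 parental adenocarcinoma cells grown in DMEM with 10% FBS, and normalized data fitted to concentration-response curves.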
Starred values were filed as active, the others as inactive; & = joins results of further samples; [ ] = another dose, or the depositor's remark. Unless noted, calls come from the whole dose curve; as a rule, active = well fitted curve in the direction sought with a large enough effect; inconclusive = small, poorly fitted or top-dose-only effect, or another doubt; inactive = no such curve, though single readings can be large; an effect the other way counts as inactive or inconclusive.

Results for COc1ccccc1NS(=O)(=O)c1cccc(N2CC(O)=C(c3ccccc3)C2=N)c1 ?
IL-1B inflam inh: 32; MCF10A rereplic: -4%; HT1080 IDH1KD tx: 2%; KB-V1 MDR tox: -1%; ATXN viability: inactive; HT1080NT lethal: 1%; SW480 rereplic: -3%; ATXN2 expr inh: -20%[11.3 µM]; KB-3-1 tox: 12%

Results for CCOc1ccc(-c2cn(-c3ccccc3OC)c(=S)[nH]2)cc1 ?
IL-1B inflam inh: 20; MCF10A rereplic: inconclusive; HT1080 IDH1KD tx: 26µM*; KB-V1 MDR tox: inconclusive; ATXN viability: inconclusive; HT1080NT lethal: inconclusive; SW480 rereplic: inconclusive; ATXN2 expr inh: -5%; KB-3-1 tox: inconclusive

Results for COc1ccc(C(=O)N2CCN(c3ncnc4c(-c5ccccc5)nsc34)CC2)cc1 ?
IL-1B inflam inh: 24; MCF10A rereplic: -3%; HT1080 IDH1KD tx: 17%; KB-V1 MDR tox: -24%; ATXN viability: inactive; HT1080NT lethal: 8%; SW480 rereplic: 0%; ATXN2 expr inh: -4%; KB-3-1 tox: -10%

Results for NS(=O)(=O)c1cc(C(=O)O)cc(N2CCCC2)c1Oc1ccccc1 ?
IL-1B inflam inh: 15; MCF10A rereplic: -5%; HT1080 IDH1KD tx: 3%; KB-V1 MDR tox: 6%; ATXN viability: inconclusive; HT1080NT lethal: -14%; SW480 rereplic: -12%; ATXN2 expr inh: -1%&-1%; KB-3-1 tox: 0%

How did Cc1nnc(Sc2cc(NCCCO)c([N+](=O)[O-])c3nonc23)s1 do in these assays?
IL-1B inflam inh: -105*; MCF10A rereplic: 19%; HT1080 IDH1KD tx: 16µM*; KB-V1 MDR tox: -1%; HT1080NT lethal: 16µM*; SW480 rereplic: -3%; ATXN2 expr inh: inconclusive; KB-3-1 tox: 0%

Results for Cc1cccc(OCCn2c(=O)sc3ccccc32)c1 ?
IL-1B inflam inh: -9; MCF10A rereplic: 1%; HT1080 IDH1KD tx: -4%; KB-V1 MDR tox: -2%; ATXN viability: inactive; HT1080NT lethal: -6%; SW480 rereplic: 0%; ATXN2 expr inh: 71%[activator]; KB-3-1 tox: -3%

What do the screens show for `CN(c1ccccc1)S(=O)(=O)c1cccc(C(=O)NCC(c2cccs2)N2CCOCC2)c1` (centres undefined)?
IL-1B inflam inh: 15; HT1080 IDH1KD tx: 0%; KB-V1 MDR tox: -21%; ATXN viability: inactive; HT1080NT lethal: -3%; KB-3-1 tox: -11%

What do the screens show for `CCOc1ccc(S(=O)(=O)N2CCC(C(=O)N3CCN(c4ccccc4)CC3)CC2)cc1`?
IL-1B inflam inh: inactive; MCF10A rereplic: 7%; HT1080 IDH1KD tx: 10%; KB-V1 MDR tox: 0%; ATXN viability: inactive; HT1080NT lethal: 0%; SW480 rereplic: inconclusive; ATXN2 expr inh: -23%; KB-3-1 tox: 16%

What do the screens show for `COC(=O)CCCC1=CC2=CC(=O)C(C)(OC(=O)c3cccs3)C(=O)C2=CN1C1CCCCC1` (centres undefined)?
IL-1B inflam inh: 9; MCF10A rereplic: 0%; HT1080 IDH1KD tx: -2%; KB-V1 MDR tox: -9%; ATXN viability: inactive; HT1080NT lethal: -4%; SW480 rereplic: -4%; ATXN2 expr inh: 7%; KB-3-1 tox: 14%

How did CCOc1ccc(/C(O)=C2/C(=O)C(=O)N(c3nc(C)c(C)s3)C2c2ccco2)cc1 (centres undefined) do in these assays?
IL-1B inflam inh: 13; MCF10A rereplic: 20%; HT1080 IDH1KD tx: 11%; KB-V1 MDR tox: inconclusive; ATXN viability: inactive; HT1080NT lethal: 5%; SW480 rereplic: 1%; ATXN2 expr inh: 18%; KB-3-1 tox: 0%

Results for CCOC(=O)C1=C(CSc2nc(C)cc(C)c2C#N)OC(N)=C(C#N)C1c1cccs1 (centres undefined) ?
IL-1B inflam inh: -22; MCF10A rereplic: -4%; HT1080 IDH1KD tx: 0%; KB-V1 MDR tox: 1%; ATXN viability: inconclusive; HT1080NT lethal: -1%; SW480 rereplic: -8%; ATXN2 expr inh: -3%; KB-3-1 tox: -2%

How did FC(F)(F)C(Oc1nc(Nc2ccc(Cl)cc2)nc(N2CCOCC2)n1)C(F)(F)F do in these assays?
IL-1B inflam inh: -76*; MCF10A rereplic: inconclusive; HT1080 IDH1KD tx: -5%; KB-V1 MDR tox: -13%; ATXN viability: inactive; HT1080NT lethal: inconclusive; SW480 rereplic: -1%[9.22 µM]; ATXN2 expr inh: -9%; KB-3-1 tox: 0%

Results for CCCC(=O)Nc1nc2ccc3nc(C)sc3c2s1 ?
IL-1B inflam inh: -6; MCF10A rereplic: inconclusive; HT1080 IDH1KD tx: 14%; KB-V1 MDR tox: -13%; ATXN viability: inactive; HT1080NT lethal: 13%; SW480 rereplic: 15%; ATXN2 expr inh: 31%[activator]; KB-3-1 tox: 6%

How did Cc1ccccc1S(=O)(=O)Cc1ccc(C(=O)N2CCN(C3CCCCC3)CC2)o1 do in these assays?
IL-1B inflam inh: 1; MCF10A rereplic: 3%; HT1080 IDH1KD tx: 3%; KB-V1 MDR tox: -10%; ATXN viability: inactive; HT1080NT lethal: 0%; SW480 rereplic: 0%; ATXN2 expr inh: 5%; KB-3-1 tox: 11%

How did COc1ccc(C2OC(=O)CC2C(=O)NCc2ccc(Cl)cc2)cc1OC (centres undefined) do in these assays?
IL-1B inflam inh: 57; MCF10A rereplic: -1%; HT1080 IDH1KD tx: -1%; KB-V1 MDR tox: 0%; ATXN viability: inactive; HT1080NT lethal: -3%; SW480 rereplic: -4%; ATXN2 expr inh: 54%[activator]; KB-3-1 tox: 6%

How did Cc1cccc(C(C(=O)NC2CCCCC2)N(C(=O)c2csnn2)C2CC2)c1 (centres undefined) do in these assays?
IL-1B inflam inh: 5; MCF10A rereplic: 0%; HT1080 IDH1KD tx: 0%; KB-V1 MDR tox: -5%; ATXN viability: inactive; HT1080NT lethal: 22%; SW480 rereplic: -5%; ATXN2 expr inh: -3%; KB-3-1 tox: 1%

What do the screens show for `CCN(CC(=O)NC1CCS(=O)(=O)C1)S(=O)(=O)c1ccc2ccccc2c1` (centres undefined)?
IL-1B inflam inh: 21; MCF10A rereplic: 17%; HT1080 IDH1KD tx: 13%; KB-V1 MDR tox: inconclusive; ATXN viability: inactive; HT1080NT lethal: 13%; SW480 rereplic: -4%; ATXN2 expr inh: -4%; KB-3-1 tox: -4%

What do the screens show for `CCOC(=O)C1CCN(S(=O)(=O)c2ccc(NC(=O)c3ccco3)cc2)CC1`?
IL-1B inflam inh: -10; MCF10A rereplic: -10%; HT1080 IDH1KD tx: -4%; ATXN viability: inactive; HT1080NT lethal: -27%; SW480 rereplic: -1%; ATXN2 expr inh: -5%

What do the screens show for `CCN(CC)C(=O)CSc1nc2ccccc2c(=O)n1CC1CCCCC1`?
IL-1B inflam inh: -25; MCF10A rereplic: inconclusive; HT1080 IDH1KD tx: inconclusive; KB-V1 MDR tox: -8%; ATXN viability: inactive; HT1080NT lethal: inconclusive; SW480 rereplic: 0%[9.22 µM]; ATXN2 expr inh: -4%; KB-3-1 tox: inconclusive

How did CCN1C(=O)N(S(=O)(=O)c2ccc(C)cc2)[C@@H](c2ccccc2)C(C(=O)OC)=C1C do in these assays?
IL-1B inflam inh: 2; MCF10A rereplic: inconclusive; HT1080 IDH1KD tx: inconclusive; KB-V1 MDR tox: inconclusive; ATXN viability: inactive; HT1080NT lethal: -16%; SW480 rereplic: inconclusive; ATXN2 expr inh: -2%; KB-3-1 tox: inconclusive

What do the screens show for `Cc1cc(C)cc(OCC(=O)Nc2ccc3c4c(cccc24)CC3)c1`?
IL-1B inflam inh: 18; MCF10A rereplic: inconclusive; HT1080 IDH1KD tx: -5%; KB-V1 MDR tox: -4%; ATXN viability: inactive; HT1080NT lethal: -1%; SW480 rereplic: 1%; ATXN2 expr inh: -14%; KB-3-1 tox: -12%

How did O=C(O)c1ccc(NS(=O)(=O)c2ccc(Cl)c(C(=O)Nc3ccccc3)c2)cc1 do in these assays?
IL-1B inflam inh: 20; MCF10A rereplic: 1%; HT1080 IDH1KD tx: 8%; KB-V1 MDR tox: inconclusive; ATXN viability: inactive; HT1080NT lethal: 7%; SW480 rereplic: -9%; ATXN2 expr inh: 4%; KB-3-1 tox: 1%&18%

What do the screens show for `CCOc1ccc2[nH]c(=O)c(C(c3nnnn3Cc3ccco3)N3CCN(C)CC3)cc2c1` (centres undefined)?
IL-1B inflam inh: -13; MCF10A rereplic: 1%; HT1080 IDH1KD tx: 3%; KB-V1 MDR tox: 0%; ATXN viability: inactive; HT1080NT lethal: 6%; SW480 rereplic: -11%; ATXN2 expr inh: -16%; KB-3-1 tox: 17%

Results for O=C(Cn1cc(S(=O)(=O)c2ccccc2)c(=O)c2cc3c(cc21)OCO3)Nc1ccccc1 ?
KB-V1 MDR tox: 4%; ATXN viability: inactive; ATXN2 expr inh: 7%; KB-3-1 tox: -15%

Among those listed so far, these have an NH in an aromatic ring.
Results for CCOc1ccc(-c2cn(-c3ccccc3OC)c(=S)[nH]2)cc1 ?
IL-1B inflam inh: 20; MCF10A rereplic: inconclusive; HT1080 IDH1KD tx: 26µM*; KB-V1 MDR tox: inconclusive; ATXN viability: inconclusive; HT1080NT lethal: inconclusive; SW480 rereplic: inconclusive; ATXN2 expr inh: -5%; KB-3-1 tox: inconclusive

What do the screens show for `CCOc1ccc2[nH]c(=O)c(C(c3nnnn3Cc3ccco3)N3CCN(C)CC3)cc2c1` (centres undefined)?
IL-1B inflam inh: -13; MCF10A rereplic: 1%; HT1080 IDH1KD tx: 3%; KB-V1 MDR tox: 0%; ATXN viability: inactive; HT1080NT lethal: 6%; SW480 rereplic: -11%; ATXN2 expr inh: -16%; KB-3-1 tox: 17%
